# Bioassay records deposited in PubChem BioAssay by several laboratories.
# SDO1 yeast rescue = growth rescue of sdo1-depleted yeast, primary screen, S. cerevisiae, bone marrow failure model; 140,000 tested, 0.21% active; S. cerevisiae sdo1-depleted JHY4D growth rescue, OD600 30 h; hits give high values; pdr5 snq2 efflux-pump mutant strain; AID 817, 2007; z-score at 10 µM;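 active means z-score above 3 at both the 24 hr and the 30 hr optical density reads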;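 further: z-score against mean and SD of all compound wells on the same plate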
# INS promoter inh = inhibitors of insulin promoter-driven GFP, primary screen, imaging, TRM-6 cells (human fetal islet line), eGFP reporter, cell count; 130,000 tested, 0.9% active; inhibition, % at 2 µM; reporter expression induced with tamoxifen; AID 1273, 2008;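 active means inhibition above the mean plus 3 SD, with well images judged a real hit on visual review, cut at about 60% in these data, passing the limit was not always enough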
# SDO1 yeast rescue Rescue 24 h = also measured in SDO1 yeast rescue; calls as there; z-score; S. cerevisiae sdo1-depleted JHY4D growth rescue, OD600; measured here: growth rescue at 24 h;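 0 is the plate mean of compound wells and units are plate SD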
# * marks the source's active call; other numbers are inactive results; / = not tested or not shown. Some of the compounds tested (hit frequency here may not be typical).
1) CCCOc1ccc(-c2nc(OC)c3ccccc3n2)cc1
2) C=CCn1c(=S)[nH]c2sccc2c1=O
3) COc1cc2c(cc1OC)C(=S)NC(C)(C)C2
4) CC(C)(C)OC(=O)NNC(=O)Nc1ccccc1C(F)(F)F
5) Cc1cccc(C)c1NC(=O)CSCc1cccc(CSCC(=O)Nc2c(C)cccc2C)n1
6) CC(=O)Nc1ccc(NC(=O)C2CC(=O)N=C(N)S2)cc1 (stereo not given)
assay / compound | 1 | 2 | 3 | 4 | 5 | 6
SDO1 yeast rescue | 1.08 | / | -0.29 | / | 0.17 | 0.1
SDO1 yeast rescue Rescue 24 h | 0.2 | / | -0.62 | / | 0.26 | 0.52
INS promoter inh | -14.3 | 0.0 | 6.8 | -88.2 | 53.6 | 33.3

7) COc1ccc(CNc2nc3nc(C)cc(C)n3n2)cc1OC
8) CCOc1ccc(NC(=O)N(CCC(C)C)C(C)c2ccco2)cc1 (stereo not given)
9) c1ccc(OCc2nnc(-c3ccccc3)o2)cc1
10) N#Cc1cnn2c(-c3ccccc3)ccnc12
11) Cc1nc(CC(=O)N2CCN(c3cccc(C)c3C)CC2)cs1
12) COc1ccc2nc(C)cc(N3CC(C)OC(C)C3)c2c1 (stereo not given)
assay / compound | 7 | 8 | 9 | 10 | 11 | 12
SDO1 yeast rescue | 0.99 | -1.37 | / | 0.9 | -0.25 | 0.67
SDO1 yeast rescue Rescue 24 h | 0.75 | -0.9 | / | 0.59 | 0.18 | 0.24
INS promoter inh | / | 0.0 | 50.0 | -25.0 | 0.0 | 90.9*

13) CCOC(=O)c1cccc(NC(=O)CCc2nc(-c3ccc(C)cc3)no2)c1
14) CC1=[N+](C)N(c2ccccc2)C(=O)C1N=Cc1ccccc1Cl (stereo not given)
15) CCNC(=S)N1CCn2cccc2C1c1ccc(F)cc1 (stereo not given)
16) Cc1cccc(NC(=O)CCN2CC(C)OC(C)C2)c1 (stereo not given)
17) Cc1cc(C)n(-c2ccc(C(=O)OCC(=O)Nc3ccc(Cl)c(S(=O)(=O)N(C)C)c3)cc2)n1
18) CC(=O)Nc1ccc(NC(=O)Cn2c(-c3ccc(F)cc3)cnc2SCC(=O)Nc2c(C)cccc2C)cc1
assay / compound | 13 | 14 | 15 | 16 | 17 | 18
SDO1 yeast rescue | -1.21 | 1.16 | / | -1.25 | -0.92 | 0.43
SDO1 yeast rescue Rescue 24 h | -0.79 | 0.63 | / | -1.14 | -1.04 | 2.44
INS promoter inh | 16.7 | -17.5 | -158.3 | -45.5 | -56.5 | -21.9

# Part of the list above, with tabs.
nr	canonical_smiles	SDO1 yeast rescue	SDO1 yeast rescue Rescue 24 h	INS promoter inh
16	Cc1cccc(NC(=O)CCN2CC(C)OC(C)C2)c1 (stereo not given)	-1.25	-1.14	-45.5
13	CCOC(=O)c1cccc(NC(=O)CCc2nc(-c3ccc(C)cc3)no2)c1	-1.21	-0.79	16.7
18	CC(=O)Nc1ccc(NC(=O)Cn2c(-c3ccc(F)cc3)cnc2SCC(=O)Nc2c(C)cccc2C)cc1	0.43	2.44	-21.9
17	Cc1cc(C)n(-c2ccc(C(=O)OCC(=O)Nc3ccc(Cl)c(S(=O)(=O)N(C)C)c3)cc2)n1	-0.92	-1.04	-56.5

# The list goes on:
19) COC(=O)c1ccccc1NC(=O)N1CCN(Cc2ccco2)CC1
20) CCCNS(=O)(=O)c1ccc(OC)c(Cl)c1Cl
21) CC1CN(Cc2cc(=O)[nH]c(C3CC3)n2)CC(C)O1 (stereo not given)
22) CN1CCN(NC(=O)c2cccc(Br)c2)CC1
23) CC(C)c1cc(CN2CCN(Cc3ccc(F)c(F)c3)C(CCO)C2)[nH]n1 (stereo not given)
24) CCOc1ccc(C2Nc3cccc4cccc(c34)N2)cc1OC
assay / compound | 19 | 20 | 21 | 22 | 23 | 24
SDO1 yeast rescue | / | -0.12 | 1.2 | 0.66 | / | -0.52
SDO1 yeast rescue Rescue 24 h | / | -0.33 | 1.29 | 0.73 | / | -0.46
INS promoter inh | -28.6 | -32.1 | 4.2 | -15.4 | 33.3 | 7.0

25) COc1ccc(-n2c(SCC(=O)NC3CCCCC3)nc3ccsc3c2=O)cc1
26) CCc1ccc2c(c1)cc(CN(C(=S)Nc1ccccc1Cl)C1CC1)c1nnnn12
27) COc1ccc(C(=O)Cn2c3ccccc3n3nc(CCC(=O)O)c(=O)nc23)cc1OC
28) O=C(CSc1nc2ccccc2c(=O)n1NC(=O)Cc1ccccc1)NCc1ccccc1Cl
29) O=C(Oc1ccc(Cl)cc1N1C(=O)CCC1=O)c1ccco1
30) CCCCSc1nnc(C)c(=O)[nH]1
assay / compound | 25 | 26 | 27 | 28 | 29 | 30
SDO1 yeast rescue | -0.43 | -0.96 | 0.84 | -0.66 | 0.38 | 0.39
SDO1 yeast rescue Rescue 24 h | -0.32 | 0 | 1.1 | -0.3 | 0.59 | -0.67
INS promoter inh | -2.6 | / | 36.1 | -29.6 | -16.7 | 18.2

31) CCn1c(=O)cc(OCC(=O)NC2CCCCC2)c2ccccc21
32) Cc1nnc(NC(=O)CSc2nnc(-c3ccoc3C)n2CC(C)C)s1
33) Cc1ccnc(SCC(=O)N2CCN(C(c3ccccc3)c3ccccc3)CC2)n1
34) CS(=O)(=O)Nc1ccccc1C(=O)N1CCN(c2ccccc2)CC1
35) Cc1ccc2c(c1)NC(c1cccs1)C1=C(CC(C)(C)CC1=O)N2 (stereo not given)
36) CCN(CC)c1ccc(C(=O)OCC(=O)Nc2ccccc2-c2ccccc2)cc1
assay / compound | 31 | 32 | 33 | 34 | 35 | 36
SDO1 yeast rescue | 0.94 | -0.2 | -0.67 | -0.09 | / | 0.19
SDO1 yeast rescue Rescue 24 h | 1.47 | -1.33 | -1.21 | -0.63 | / | 0.28
INS promoter inh | 27.8 | / | -15.4 | 3.6 | -423.5 | 46.7

37) Cc1ccc(N(CC(=O)Nc2ccccc2-c2ccccc2)S(=O)(=O)c2ccccc2)c(C)c1
38) c1ccc2ncc(-n3cnnn3)cc2c1
39) CC1(C)CC(=O)C2=C(C1)N(Cc1ccccc1)C(=O)C2(NC(=O)C(C)(C)C)C(F)(F)F (stereo not given)
40) O=C(Nc1ccc(Cl)c(Cl)c1)N1N=CCC1c1ccccc1 (stereo not given)
41) Fc1ccccc1CSc1nc2ccccc2[nH]1
42) O=C(Nc1cccc(C(=O)N2CCCCCC2)c1)c1ccco1
assay / compound | 37 | 38 | 39 | 40 | 41 | 42
SDO1 yeast rescue | 0.09 | 0.81 | -0.32 | / | -0.43 | -0.2
SDO1 yeast rescue Rescue 24 h | 0.53 | 1.45 | -0.7 | / | -0.19 | -0.05
INS promoter inh | -22.2 | 21.1 | -5.6 | -20.0 | 74.3* | -7.7

43) CN=c1sc(C(=O)Nc2cccc(Cl)c2)cc(=O)n1C
44) Cc1cccc(NC(=O)C(=O)NCCc2c[nH]c3ccccc23)c1C
45) COc1ccc(O)c(C2=Nc3ccccc3N=C(c3cccs3)C2)c1
46) CCOC(=O)c1c(C)[nH]c(C=Nc2ccccc2)c1O
47) COc1ccc(Cc2nnc(SCC(=O)c3ccc(OC)cc3)o2)cc1
48) CCC(=O)Nc1ccc(SC#N)cc1C
assay / compound | 43 | 44 | 45 | 46 | 47 | 48
SDO1 yeast rescue | 0.4 | / | -0.7 | -1.07 | -0.81 | -2.25
SDO1 yeast rescue Rescue 24 h | 0.47 | / | -0.21 | -1.7 | -0.63 | -0.79
INS promoter inh | -53.1 | 0.0 | -40.7 | 48.7 | -41.9 | 8.7

49) COc1ccc(N2CCC(CNS(=O)(=O)c3cccc(C(F)(F)F)c3)C2)cc1 (stereo not given)
50) CCN(Cc1ccncc1)C(=O)c1cccc(S(=O)(=O)N2CCOCC2)c1
51) C=CCN1C(=O)CN=C1Nc1cccc(C)c1
52) CC1=C2C(CCS2(=O)=O)CC2(C1)C(=O)OC(C)(C)OC2=O (stereo not given)
53) O=C(Nc1nc(-c2cccnc2)cs1)c1ccccc1[N+](=O)[O-]
54) O=C(COC(=O)c1ccncc1)c1ccc(Cl)c(Cl)c1
assay / compound | 49 | 50 | 51 | 52 | 53 | 54
SDO1 yeast rescue | -1.11 | 0.7 | 0.34 | 0.45 | / | /
SDO1 yeast rescue Rescue 24 h | -0.63 | -0.06 | -0.23 | 0.32 | / | /
INS promoter inh | 7.1 | 3.7 | / | / | -35.7 | -83.3

# A different layout for some results above:
nr	smiles	SDO1 yeast rescue	SDO1 yeast rescue Rescue 24 h	INS promoter inh
50	CCN(Cc1ccncc1)C(=O)c1cccc(S(=O)(=O)N2CCOCC2)c1	0.7	-0.06	3.7
51	C=CCN1C(=O)CN=C1Nc1cccc(C)c1	0.34	-0.23	/
52	CC1=C2C(CCS2(=O)=O)CC2(C1)C(=O)OC(C)(C)OC2=O (stereo not given)	0.45	0.32	/

# Next entries follow.
55) CN=C1S/C(=C\c2ccc(Sc3ccc(Cl)cc3)o2)C(=O)N1C
56) CCCCCCn1c(=O)c(-c2ccccc2)c(O)c2ccccc21
57) CC(C)(C)OC(=O)C(C)(C)O/N=C(\C(=O)O)c1csc(N)n1
58) Cc1cccc(NC(=O)CSc2ccc(-c3ccc4c(c3)OCO4)nn2)c1C
59) Fc1ccc(NC(=S)NCCN2CCOCC2)c(F)c1F
60) CCOC(=O)CNC(=O)c1c(C)nn(-c2ccccc2)c1Cl
assay / compound | 55 | 56 | 57 | 58 | 59 | 60
SDO1 yeast rescue | -0.66 | -0.79 | / | -0.41 | / | 0.23
SDO1 yeast rescue Rescue 24 h | -0.32 | -0.7 | / | 0.19 | / | -0.09
INS promoter inh | 2.7 | 16.7 | -27.8 | / | 15.8 | 10.8

# Along the list, from the results shown.
# Nos. 55–60 in SDO1 yeast rescue Rescue 24 h: -0.32, -0.7, /, 0.19, /, -0.09
# Nos. 55–60 in SDO1 yeast rescue: -0.66, -0.79, /, -0.41, /, 0.23

# Other structures follow.
61) O=C(c1ccc(S(=O)(=O)N2CCCCC2)cc1)N1CCN=C1SCc1cccnc1
62) CCOC(=O)c1nnn(CC(=O)NC(=O)Nc2ccccc2)c1C(=O)OCC
63) CCOC(=O)CSc1nc(-c2ccccc2)nc2ccc(F)cc12
64) CC(=O)CCc1c(C)c2cc(C)ccc2[nH]c1=O
assay / compound | 61 | 62 | 63 | 64
SDO1 yeast rescue | -0.65 | / | -0.29 | 2.08
SDO1 yeast rescue Rescue 24 h | -1.13 | / | 0.25 | 1.07
INS promoter inh | / | -18.8 | 27.3 | 70.0*

# In the list so far, 3 have a CF3 group.
4) CC(C)(C)OC(=O)NNC(=O)Nc1ccccc1C(F)(F)F
39) CC1(C)CC(=O)C2=C(C1)N(Cc1ccccc1)C(=O)C2(NC(=O)C(C)(C)C)C(F)(F)F (stereo not given)
49) COc1ccc(N2CCC(CNS(=O)(=O)c3cccc(C(F)(F)F)c3)C2)cc1 (stereo not given)
assay / compound | 4 | 39 | 49
SDO1 yeast rescue | / | -0.32 | -1.11
SDO1 yeast rescue Rescue 24 h | / | -0.7 | -0.63
INS promoter inh | -88.2 | -5.6 | 7.1
